Screens deposited in PubChem by several laboratories.
PrPC TRFRET – reduces human prion protein on the cell surface | cell surface PrPC, TR-FRET read-out | inhibition, % at 13.8 µM | 0.43% of 370,000 active | AID 720596; in the data active = inhibition above about 24%; also: 0% = median of the test wells and 100% = reference compound wells
BoNT-A LC inh2 – BoNT A light chain protease inhibition; 0.17% of 360,000 active; inhibition, % at 10 µM; multiplex microsphere protease substrate cleavage, flow cytometry; also: plate controls were buffer without enzyme for full effect and enzyme alone for no effect
BoNT-F LC inh – blocks Botulinum neurotoxin F light chain protease. Multiplex microsphere protease cleavage assay, flow cytometry. inhibition, % at 10 µM. 0.22% of 360,000 active. AID 588497; in the data active = inhibition above about 35%, passing the limit was not always enough; inconclusive = no clear call, values can overlap the other calls; also: plate controls were buffer without enzyme for full effect and enzyme alone for no effect
FadD28 FP inh – M. tuberculosis FadD28 bisubstrate binding inhibition; 0.22% of 360,000 active; inhibition, % at 12.5 µM; FadD28 bisubstrate probe binding, fluorescence polarization; in the data active = inhibition above about 8.5%, passing the limit was not always enough; inconclusive = no clear call, values can overlap the other calls
Anthrax LF inh2 – inhibitors of Bacillus anthracis lethal factor protease; 0.12% of 360,000 active; inhibition, % at 10 µM; AID 588501; multiplex microsphere protease cleavage assay, LF; also: plate controls were buffer without enzyme for full effect and enzyme alone for no effect
Target sequence (P15917 whole entry, looked up): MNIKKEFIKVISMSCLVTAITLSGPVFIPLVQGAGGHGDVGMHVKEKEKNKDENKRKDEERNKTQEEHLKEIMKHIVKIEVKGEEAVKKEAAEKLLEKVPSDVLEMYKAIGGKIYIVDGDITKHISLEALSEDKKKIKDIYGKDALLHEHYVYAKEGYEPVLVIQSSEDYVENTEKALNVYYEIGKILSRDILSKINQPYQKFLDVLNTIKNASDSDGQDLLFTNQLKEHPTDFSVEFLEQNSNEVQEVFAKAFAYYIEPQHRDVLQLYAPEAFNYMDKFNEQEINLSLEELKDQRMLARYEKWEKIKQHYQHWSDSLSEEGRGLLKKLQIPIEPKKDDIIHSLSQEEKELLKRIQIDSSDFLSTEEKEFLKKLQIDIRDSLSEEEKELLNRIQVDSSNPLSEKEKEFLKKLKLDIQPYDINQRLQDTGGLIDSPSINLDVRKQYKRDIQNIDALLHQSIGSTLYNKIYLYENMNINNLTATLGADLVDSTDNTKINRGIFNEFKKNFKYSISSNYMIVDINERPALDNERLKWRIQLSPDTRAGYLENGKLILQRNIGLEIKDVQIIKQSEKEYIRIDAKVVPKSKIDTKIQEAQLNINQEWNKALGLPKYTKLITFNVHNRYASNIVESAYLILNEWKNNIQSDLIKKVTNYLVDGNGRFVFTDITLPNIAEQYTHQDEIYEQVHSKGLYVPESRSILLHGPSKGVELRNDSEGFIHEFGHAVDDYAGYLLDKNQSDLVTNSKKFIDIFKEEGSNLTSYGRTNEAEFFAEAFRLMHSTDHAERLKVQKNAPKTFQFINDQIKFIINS
CCHFV vOTU inh – CCHFV vOTU protease inhibition; inhibition, % at 11.5 µM; Pep-AMC fluorescence; AID 651958; 0.55% of 370,000 active; in the data active = inhibition above about 30%; also: 0% = vehicle wells with enzyme and 100% = no enzyme wells
TcdB GH inh – blocks C. difficile toxin B glycohydrolase activity; inhibition, % at 9.99 µM; TcdB glycohydrolase enzymatic assay, plate reader; AID 652162; 0.24% of 350,000 active; P18177; in the data active = inhibition above about 10%
Yp Topo-I inh – inhibitors of Yersinia pestis topoisomerase I | Y. pestis Topo-I cleavage product accumulation, plate reader | activity, % at 10 µM | 0.064% of 360,000 active | AID 504884; in the data active = activity above about 50%, passing the limit was not always enough; inconclusive = no clear call, values can overlap the other calls; also: inactives centre near 2
PfHsp40 yeast – compounds rescuing yeast from Plasmodium falciparum HSP40 toxicity. S. cerevisiae expressing PfHsp40, growth rescue, ATP luminescence. growth rescue, % at 12.5 µM. 0.68% of 340,000 active. AID 504582; in the data active = growth rescue above about 28%, passing the limit was not always enough; inconclusive = no clear call, values can overlap the other calls;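 also: yeast W303a lacking pdr1 and pdr3 grown in galactose medium; growth measured after three days at 30 °C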
* hit, by the source's call; ? = inconclusive; · = not tested or not shown; & = joins results of further samples. Rule as the data show it, unless noted: active = inhibition above about 30%; inconclusive = no clear call, values can overlap the other calls; inactive = below that.

mol	Anthrax LF inh2	FadD28 FP inh	Yp Topo-I inh	TcdB GH inh	CCHFV vOTU inh	BoNT-F LC inh	BoNT-A LC inh2	PrPC TRFRET	PfHsp40 yeast
COc1ccc(S(=O)(=O)N2CCN(C)CC2)cn1	-2	-0.1	5	-1.5	4	-1	-2.6	0	0.6
CS(=O)(=O)c1ccccc1COC(=O)Nc1ccc(Cl)cc1	0	-1.9	14	·	5	-9	-0.5	15	3.0
O=C(O)c1cc(S(=O)(=O)N2CCCCC2)ccc1N1CCCC1	-2	-0.1	0	0.7	4	-7	-3.9	-3	-0.3
CCCNC(=O)CCc1c(C)nc2c(c(C)nn2-c2ccccc2)c1C	16	-3.1	1	1.4	-12	22	-0.5	13	-0.9
CN(C)S(=O)(=O)c1ccc(C(=O)OCc2ccc([N+](=O)[O-])cc2)cc1	-8	-2.3	-13	0.7	-2	-3	1.2	1	-0.8
COc1cc(/C=N/OCC(=O)NC2CCS(=O)(=O)C2)ccc1OC(F)F (configuration not stated)	-2	-5.2	2	-0.3	14	0	-0.3	0	0.2
Cc1ccccc1C(=O)OCc1nnc(-c2ccc(Cl)cc2)o1	-1	-0.2	2	0.5	8	0	0.3	-6	0.2
O=C(Nc1nc2cc3c(cc2s1)OCO3)c1ccc(N2C(=O)CCC2=O)cc1	-7	-2.5	3	0.5	-1	5	-0.2	7	-0.5
Cc1ccc(N(C(C)C(=O)N2CCCCC2)S(C)(=O)=O)cc1C (configuration not stated)	2	-0.5	8	·	0	4	1.7	-1	-1.2
Cc1sc2ncnc(SCC(=O)N(C)C3CCS(=O)(=O)C3)c2c1C (configuration not stated)	1	-2.7	3	1.1	14	0	-0.3	-1	0.6
CCn1c(C)c(C)c2cc(C(=O)NCCN3CCCCCC3)ccc21	-4	-3.9	6	-0.1	12	-12	2.4	-1	0.2
O=C(c1ccco1)N(Cc1ccc2c(c1)OCO2)Cc1cc2cc3c(cc2[nH]c1=O)OCO3	-10	0.0	2	-0.3	-7	2	-1.1	-2	-0.8
Nc1ncnc2c1ncn2[C@@H]1O[C@H](C(=O)N(CCC2=CCCCC2)CC2CC2)[C@@H](O)[C@H]1O	-6	-3.9	·	1.5	0	2	-0.2	11	·
Cc1ccc(OP(=O)(NCc2ccccc2)Oc2ccc(C)cc2)cc1	-6	-2.0	39	·	21	-9	-1.9	-4	16
CCOC(=O)N1CCN(C(=O)C2CCCN(S(=O)(=O)c3cccnc3)C2)CC1 (configuration not stated)	4	-0.3	2	1.4	7	-1	-0.1	0	-0.8
COc1cc(C#Cc2c(-c3ccccc3OC)oc3ccccc23)cc(OC)c1	-2	0.4	5	-1.2	3	-9	0.3	-5	0.1
Cc1nn(-c2ccccc2)c2nc(-c3cccs3)cc(C(=O)NN)c12	-6	1.2	13	0.3	-10	-4	-0.9	4	-0.3
O=c1nc(N2CCOCC2)nc2n1CCO2	6	-2.1	0	·	-1	1	0.4	3	1.4
O=C(c1ccc(S(=O)(=O)N2CCCCCC2)cc1)N1CCN(c2ccccc2F)CC1	-2	-4.8	4	-0.1	6	5	3.1	1	0.9
O=C(/C=C/Nc1nccs1)C(F)(F)Cl	-4	0.8	0	0.4	2	-4	-0.9	5	0.8
CCOC(=O)[C@]12CCC=C1N(Cc1ccc(Cl)cc1Cl)C(=O)[C@H](CC(=O)NCC1CCCCC1)C2	-14	·	·	0.5	28	-4	-0.7	2	·
O=C(CNC(=O)c1ccc(Br)o1)Nc1ccc(F)c(S(=O)(=O)N2CCOCC2)c1	·	-3.2	-16	0.4	-11	·	·	-3	-0.8
COc1cc2c(cc1OC)C(c1cc3cc(OC)c(OC)cc3[nH]c1=O)N(C(=O)C1CC1)CC2 (configuration not stated)	-3	-2.7	14	·	-9	0	1.0	6	0.8
NNc1nc(NCc2ccccc2)nc(N2CCOCC2)n1	-2	-1.7	3	·	4	-15	-1.1	-12	-1.4
O=C(Cn1c(CO)nc2ccccc21)NCCc1ccccc1	1	-0.9	-5	1.3	-11	2	0.1	7	0.9
CC1CCC/C(=C(\C#N)c2nc(-c3cc4ccccc4oc3=O)cs2)C1 (configuration not stated)	0	-5.3	7	·	-5	-7	0.0	-8	-0.4
CCO[C@@H]1OC(C(=O)NCc2ccccc2)=C[C@H](C(C)(C)C)[C@H]1CCCO	7	-2.2	21	-3.3&-1.2	3	-6	-0.1	0	1.1
CCN(C(=O)CCN1C(=O)/C(=C/c2ccccc2)SC1=S)C1CCS(=O)(=O)C1 (configuration not stated)	1	-2.4	11	0.3	14	0	0.6	5	0.6
CC(O)CCC(=O)NNC1CC(=O)N(c2ccccc2)C1=O (configuration not stated)	-10	-3.4	6	-2.8	-10	?	-1.9	11	-0.8
O=c1[nH]c(=O)n(-c2ccccc2Cl)c(O)c1C=NCCN1CCCCC1	8	-1.3	3	·	4	2	0.8	-4	-0.2

Next section.
mol	Anthrax LF inh2	FadD28 FP inh	Yp Topo-I inh	TcdB GH inh	CCHFV vOTU inh	BoNT-F LC inh	BoNT-A LC inh2	PrPC TRFRET	PfHsp40 yeast
COC(=O)C1CCCCN1C(=O)c1ccc(OC2CCN(C(C)=O)CC2)c(OC)c1 (configuration not stated)	1	0.6	-1	0.2	11	-3	-0.7	3	1.8
CCOc1ccc(Br)cc1/C(C)=N\NC1=NCCN1	-3	-1.2	0	·	11	-4	0.0	7	-1.5
C=CCn1c(O)c(N=NC(=O)CNC(=O)Cc2ccccc2)c2ccccc21	0	-0.8	1	1.0	2	0	1.1	-24	2.4
Cc1ccc(CNC(=O)CSc2nc(N3CCCCC3)nc(N3CCCCC3)n2)cc1	0	0.5	6	·	9	14	0.6	-4	1.3
CN(CC(=O)Nc1ccc(Cl)c(Cl)c1)CC(=O)N1CCc2ccccc21	0	-1.3	13	1.8	-12	-2	-0.7	10	·
c1csc(-c2nn[nH]n2)c1	4	-1.3	-2	·	-7	1	0.4	-4	0.8
O/C(=C\Sc1nnc(Cc2ccccc2)o1)c1ccc(F)cc1	-7	0.6	-6	·	-11	-22	-2.4	-4	-1.8
CN(C)C=Nc1ccc2nc3c(cc2c1)[nH]c1ccccc13	-10	0.2	-38	8.0	-191	-38	-4.2	-37	-0.1
COc1ccc(N(C)C(=O)Nc2ccc3nsnc3c2)cc1	-1	0.5	-5	-1.0	4	-2	-0.2	-1	-0.2
O=C(NCc1ccccc1)c1cccc(NC(=O)c2ccccc2)c1	0	-2.6	2	1.2	9	-4	-0.4	22	0.4
Cc1cccc(C)c1NC(=O)CN(C)C(=O)CN1C(=O)NC2(CCCC2)C1=O	0	-3.3	2	1.4	2	-11	-2.7	4	0.6
CCOC(=O)c1ccc(/[N+]([O-])=C/c2ccccc2)cc1	-3	-0.8	-5	0.1	2	-2	-0.2	9	0.3
O=C(c1ccc(CS(=O)c2cccc(Cl)c2)o1)N1CCN(C2CCCCC2)CC1 (configuration not stated)	-5	0.5	33	-0.3	-15	-1	-0.9	0	0.3
CC(OC(=O)CCCc1c[nH]c2ccccc12)C(=O)Nc1ccc(S(N)(=O)=O)cc1 (configuration not stated)	-1	-3.4	-4	1.7	-4	?	-3.5	1	-0.5
O=C(COc1ccc(F)cc1Cl)Nc1ccc(S(=O)(=O)Nc2nccs2)cc1	-8	-2.8	1	1.5	4	-4	0.0	6	-0.2
COc1ccc(CCNCC(O)c2ccccc2)cc1 (configuration not stated)	-3	0.6	5	0.7	-9	-7	-0.4	-12	0.5
O=C(NC(=S)Nc1cccc(Cl)c1N1CCCCC1)c1ccc2c(c1)OCCO2	-4	-2.8	-5	·	0	-12	-0.2	3	-1.8
O=C1CC(N2CCN(c3cccc(C(F)(F)F)c3)CC2)C(=O)N1c1ccccc1 (configuration not stated)	-2	-0.9	10	·	-3	4	?	-5	0.3
CC1=NN(c2ccc(C(F)(F)F)cn2)C(=O)C1	-2	-1.0	-2	-1.1	3	-5	-1.5	7	1.6
O=C(Cn1c(C(=O)OCCO)cc2ccccc21)c1ccccc1	5	-0.2	-11	0.7	15	?	-6.5	1	-0.5
O=C(Cc1cccs1)Nc1ccc(-c2nnc(-c3ccco3)o2)cc1	0	-1.3	-4	0.8	5	-3	-0.5	0	-1.4
CC(C)NC(=O)Nc1ccc2c(c1)C(=O)N([C@H](C)CO)C[C@H](C)[C@@H](CN(C)S(=O)(=O)c1cn(C)cn1)O2	4	0.3	-11	0.0&-3.2	-4	3	-0.5	2	-1.0
O=S(=O)(NCCc1cn2ccccc2n1)c1cccs1	-6	-0.7	7	0.4	-6	1	0.2	-2	1.5
CCCOc1ccc(C2CC(=O)Nc3cc(OC)c(OC)cc32)cc1 (configuration not stated)	3	0.9	7	1.2	-5	?	?	11	0.7
COC(=O)C(O)(c1c[nH]c2ccccc12)C(F)(F)F (configuration not stated)	-4	-0.1	-7	·	-8	0	0.3	0	-0.1
O=C(NC1CCCC1)c1cccc2c1C(=O)c1ccc(N3CCCCC3)cc1S2(=O)=O	3	0.6	34	1.1	4	1	3.8	-2	-0.7
CCOC(=O)c1cc(CC)sc1NC(=O)C1CC1	-2	-2.2	10	-0.3	-5	-8	-0.6	-5	1.0
CCCCOc1ccc(C(=O)OC2CC(C)N(C)CC2C)cc1 (configuration not stated)	-5	0.4	5	·	8	-1	-0.2	-3	-1.3
CC(C)c1nc2ccccn2c1NC1CCCCC1	-9	-1.5	4	·	-15	-10	0.5	1	-0.3
Cc1ccc(NC(=O)CCC(=O)N/N=C/c2cccs2)cc1C	0	-0.6	0	·	1	1	0.4	0	1.9
CCOc1c(Cl)cc(C(=O)Nc2cccc(C(=O)O)c2)cc1Cl	0	-6.4	6	1.2	7	2	-0.4	-4	0.0
Cc1ccc(C(=O)Nn2cnnc2)cc1Cl	0	-1.0	-6	0.3	-4	-6	-1.6	5	0.0

Whole records, looked up by structure:
CCOC(=O)c1cc(CC)sc1NC(=O)C1CC1 in the list: Anthrax LF inh2 = -2; FadD28 FP inh = -2.2; Yp Topo-I inh = 10; TcdB GH inh = -0.3; CCHFV vOTU inh = -5; BoNT-F LC inh = -8; BoNT-A LC inh2 = -0.6; PrPC TRFRET = -5; PfHsp40 yeast = 1.0
Nc1ncnc2c1ncn2[C@@H]1O[C@H](C(=O)N(CCC2=CCCCC2)CC2CC2)[C@@H](O)[C@H]1O in the list: Anthrax LF inh2 = -6; FadD28 FP inh = -3.9; Yp Topo-I inh = ·; TcdB GH inh = 1.5; CCHFV vOTU inh = 0; BoNT-F LC inh = 2; BoNT-A LC inh2 = -0.2; PrPC TRFRET = 11; PfHsp40 yeast = ·
